LGR2 antag: blocks bursicon-induced cAMP signaling via Drosophila LGR2; HEK293 LGR2, CRE-luciferase, bursicon-stimulated, 4 h; inhibition, % at 9.99 µM; 380,000 tested, 0.35% active; AID 720647;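 active means drop in luminescence signal, shown as inhibition above about 50% in the replicate tests, limit read from the data, passing the limit was not always enough; inconclusive means probably only some replicates passing the limit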;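 further: agonist challenge used bursicon conditioned medium at about half maximal strength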
EWS-Fli inh: blocks EWS/Fli oncoprotein-driven transcription; AID 651661; inhibition, % at 12.6 µM; 350,000 tested, 0.67% active; A673 NR0B1-luciferase reporter, viability-normalised;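 active means mean inhibition of at least 50% after viability correction, with every replicate also passing that limit; inconclusive means mean reaches 50% but only one of two replicates passes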;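 further: firefly luciferase signal divided by Alamar Blue viability fluorescence both relative to DMSO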
FN deposition inh: fibronectin deposition inhibition; AH1F fibroblasts, Alexa488-fibronectin deposition fluorescence, overnight; inhibition, % at 12.6 µM; 350,000 tested, 0.086% active; AID 743247;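 active means mean inhibition across replicates of 30% or more, regardless of how many single replicates reach that level; inconclusive means mean under 30% yet at least half of replicates reach 30%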;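 further: positive control wells lacked labelled fibronectin entirely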
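Material: AH1F fibroblast monolayer depositing Alexa488-labelled fibronectin into matrix / Amount: 10000 AH1F cells per well / Signal: fluorescence 485/525 nm / Medium: DMEM, 2% serum / Compound: single dose, pinned / Incubation: 1 h cell adhesion before compound, then overnight fibronectin incubation / Reagent: Alexa488-FN, 24 nM final / Read-out: inhibition of fibronectin deposition signal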
PGC1a acetyl inh: PGC1a acetylation modulation, inhibitor mode. U2OS PGC1a acetylation, AlphaScreen anti-acetyl-lysine; with virally co-expressed GCN5 acetyltransferase. inhibition, % at 15.6 µM. 350,000 tested, 0.17% active;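 active means every replicate shows inhibition of at least 40%; inconclusive means mean inhibition at least 40% but some replicate below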;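 further: 0% = neutral control wells and 100% = positive control wells; some results beyond the cut were filed as inactive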
PAX8 inh HTS: lowers PAX8-driven luciferase in RMG-I cells; 360,000 tested, 1.2% active; RMG-I TPO-luciferase reporter, SteadyGlo, 24 h; AID 652154; inhibition, % at 12.6 µM;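 active means mean replicate inhibition at least 60% with every replicate also reaching 60%; inconclusive means only one of the two criteria is met; inactive means mean below 60% and not all replicates reaching 60%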;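 further: luciferase light reporting Pax8 driven TPO promoter activity; plate controls were median of neutral control wells for no effect and mitoxantrone controls for full effect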
ERAP1 HTS inh: inhibitors of human ERAP1 aminopeptidase | Q9NZ08 | recombinant ERAP1, Leu-AMC fluorescence, 60 min | inhibition, % at 10.7 µM | 340,000 tested, 0.15% active;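 active means mean replicate inhibition of at least 30%, or all replicates individually reaching that 30% level; inactive means mean below 30% and not every replicate reaching it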;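 further: 0% = neutral control wells and 100% = L-leucinethiol positive control wells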
Target sequence (Q9NZ08 whole entry, looked up): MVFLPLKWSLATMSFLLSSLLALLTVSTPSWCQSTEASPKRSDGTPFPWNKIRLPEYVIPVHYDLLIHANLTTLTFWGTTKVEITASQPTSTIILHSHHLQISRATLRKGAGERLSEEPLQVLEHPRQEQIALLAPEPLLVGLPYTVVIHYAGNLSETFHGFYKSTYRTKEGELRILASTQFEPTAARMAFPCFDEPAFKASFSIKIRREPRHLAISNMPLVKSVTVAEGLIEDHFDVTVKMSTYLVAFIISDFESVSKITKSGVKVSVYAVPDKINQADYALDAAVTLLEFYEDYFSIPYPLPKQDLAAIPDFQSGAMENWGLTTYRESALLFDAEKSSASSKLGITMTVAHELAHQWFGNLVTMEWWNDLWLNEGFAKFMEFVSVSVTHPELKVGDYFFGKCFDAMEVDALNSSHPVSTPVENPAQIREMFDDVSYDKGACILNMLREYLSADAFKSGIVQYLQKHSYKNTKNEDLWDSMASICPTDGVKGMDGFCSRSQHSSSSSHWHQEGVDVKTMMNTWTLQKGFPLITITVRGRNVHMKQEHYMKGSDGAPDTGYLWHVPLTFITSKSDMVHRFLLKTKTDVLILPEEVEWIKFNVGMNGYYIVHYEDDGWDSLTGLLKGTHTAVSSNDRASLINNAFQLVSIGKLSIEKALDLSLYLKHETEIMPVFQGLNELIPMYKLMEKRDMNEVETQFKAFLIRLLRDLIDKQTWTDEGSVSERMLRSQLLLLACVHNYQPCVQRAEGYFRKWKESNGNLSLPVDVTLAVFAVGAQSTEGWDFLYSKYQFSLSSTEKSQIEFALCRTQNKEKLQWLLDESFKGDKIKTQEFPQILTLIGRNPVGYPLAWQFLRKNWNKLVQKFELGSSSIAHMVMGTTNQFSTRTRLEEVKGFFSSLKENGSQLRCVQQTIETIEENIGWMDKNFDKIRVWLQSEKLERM
S100A4 inh HTS: S100A4-myosin IIA interaction inhibition; 360,000 tested, 0.14% active; AID 652163; inhibition, % at 10.7 µM; P26447; S100A4/TAMRA-MyoIIA peptide fluorescence polarization;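 active means mean inhibition of at least 70% across replicates, with every replicate also reaching that level; inconclusive means mean inhibition reaches 70% but some replicates fall short; inactive means mean inhibition below 70%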
Target sequence (P26447 whole entry, looked up): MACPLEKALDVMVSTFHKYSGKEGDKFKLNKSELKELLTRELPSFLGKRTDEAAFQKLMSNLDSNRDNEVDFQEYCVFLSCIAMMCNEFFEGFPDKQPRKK
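Material: S100A4 monomer (human). Medium: Calcium-containing HEPES buffer, pH 7.2. Probe or stimulus: labelled myosin peptide probe, 5 nM. Compound dosing: one concentration per compound. Timing: polarization read 5 min after assay mix addition, stable 5–60 min. Benchmarks: DMSO as neutral control, TFP as positive control.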
PglD DTNB: blocks C. jejuni PglD acetyltransferase activity; inhibition, % at 12.5 µM; 360,000 tested, 0.098% active; purified PglD enzyme, DTNB colorimetric CoA detection; in the data active means inhibition above about 16%, passing the limit was not always enough; inconclusive means no clear call, values can overlap the other calls; further: strong numbers were not always called active
* = called active by the depositor; ? = inconclusive; . = not tested or not shown.

Molecule	PglD DTNB	FN deposition inh	ERAP1 HTS inh	S100A4 inh HTS	EWS-Fli inh	LGR2 antag	PGC1a acetyl inh	PAX8 inh HTS
Cc1noc(C)c1S(=O)(=O)N(C)C[C@H]1Oc2c(NC(=O)c3ccc(-c4nccs4)cc3)cccc2C(=O)N([C@@H](C)CO)C[C@H]1C	-2	1	0	1	9	-16	7	.
COc1ccc(NC(=O)/C=N/O)cc1	.	3	0	-11	-8	.	-1	-28
CCCCn1c(=O)c2ccccc2c2ccccc2c1=O	5	1	.	.	.	.	-1	-9
CCC(=O)Nc1cccc(C2=NOC3(C2)C[C@@H](C(N)=O)N(C(=O)C(c2ccccc2)c2ccccc2)C3)c1 (some centres undefined)	4	-4	-2	5	-7	-5	7	-6
NC(Cc1ccc(C(F)(F)F)cc1)c1csc(Nc2ccc(S(N)(=O)=O)cc2)n1 (centres undefined)	-3	4	-1	1	14	14	-8	-1
Cn1c(N)c(C(=O)COC(=O)Cc2cccs2)c(=O)n(C)c1=O	-1	.	4	11	0	13	-6	-5
O=C(CSc1nnc(NC(=O)Cc2ccccc2)s1)NCc1ccco1	-7	3	-2	-6	-1	5	0	-2
C[C@@H]1CN([C@@H](C)CO)C(=O)Cc2cc(N(C)C)ccc2O[C@@H]1CN(C)Cc1ccc(C(=O)O)cc1	5	-4	-3	-15	1	2	9	-16
Nc1c(S(=O)(=O)c2cccs2)c2nc3ccccc3nc2n1CC1CCCO1 (centres undefined)	.	.	-82	2	18	-1	3	.
Cc1ccc(/C=C2\S/C(=N/S(=O)(=O)c3cccs3)NC2=O)cc1	.	-4	.	-3	8	-6	-2	5
C/C=C/c1ccc([C@H]2[C@@H](CO)N[C@@H]2CN(CC)C(=O)c2ccccn2)cc1	-2	.	-3	-15	-9	5	-11	8
CCN(CC(=O)NC(C)(C)C)C(=O)C(c1ccccc1)c1ccccc1	.	-4	1	-7	-3	-10	-28	9
O=C(COC(=O)c1c(F)cccc1Cl)NC(=O)Nc1ccc2c(c1)OCCO2	0	3	-1	1	-34	-20	8	-75
CSc1ccc(C(O)c2ncc(-c3cccc(OCc4ccccc4)c3)[nH]2)cc1 (centres undefined)	5	8	-2	-2	3	4	.	4
CNc1nnc(-c2ccc(C)cc2)c2ccccc12	.	1	4	12	20	11	-2	16
CC1(C)CC(=O)C(CS(=O)(=O)c2ccccc2)=C(Cl)C1	-2	.	2	1	9	14	.	10
O=C(NCC[C@@H]1CC[C@H](NC(=O)c2cnccn2)[C@H](CO)O1)c1ccc2c(c1)OCO2	0	-7	0	2	-2	-11	-6	11
CCC(=O)N(C)C[C@H]1Oc2ncc(C#CC3(O)CCCC3)cc2C(=O)N([C@H](C)CO)C[C@@H]1C	-6	.	-2	10	-4	-12	4	-9
COC(=O)c1ccc(NC(=O)Nc2cccc(F)c2)cc1	-2	1	-1	-3	-63	-91	1	-174
O=C(COc1coc(CN2CCN(c3ccccc3)CC2)cc1=O)Nc1ccccc1F	-1	-4	-4	0	5	3	3	3
CCC(c1nc2ccccc2c(=O)n1CCCn1ccnc1)N1C(=O)c2ccccc2C1=O (centres undefined)	1	6	.	.	.	-7	4	.
CCC(C)c1ccccc1NC(=O)C(C)OC(=O)c1ccco1 (centres undefined)	2	-1	2	0	-5	-8	.	5
CCOC(=O)C1CCCN(C(=O)C(=O)Nc2ccc3nc4n(c(=O)c3c2)CCCCC4)C1 (centres undefined)	1	16	5	-2	18	-19	9	13
O=C(C[C@H]1CC[C@H](NC(=O)C2CCOCC2)[C@@H](CO)O1)Nc1nccs1	2	10	2	10	15	-7	0	11
NC1=C(c2ccc([N+](=O)[O-])cc2)C(=O)CO1	.	.	0	0	13	-10	.	-5
O=C(Nc1nc(-c2cccs2)cs1)c1ccc(S(=O)(=O)N2CCCCC2)cc1	-2	8	.	4	-12	12	-17	31
CCCN(CCC)C1=CC(=[N+]2CCCC2)CC(C)(C)C1	.	-2	9	-9	14	0	.	51
COCCNC(=O)C[C@H]1CC[C@@H]2[C@H](COC[C@H](O)CN2C(=O)Nc2ccccc2OC)O1	-1	10	-1	-4	.	-20	-2	.
COc1ccc(N(CC(=O)Nc2cc(OC)cc(OC)c2)S(=O)(=O)c2c(C)n[nH]c2C)cc1	1	-11	5	-7	3	-16	19	-11
Cc1cccc(OCCNC(=O)c2ncn[nH]2)c1	2	.	1	-2	1	8	1	.
O=C(Nc1ccc2[nH]c(=O)[nH]c2c1)c1ccc(Br)o1	-2	.	-2	24	6	-14	4	-14
O=C(c1ccco1)N1CCN(Cc2cccc3ccccc23)CC1	-5	-1	-5	27	-3	14	.	6
CN(CC(=O)Nc1cccc(F)c1)C(=O)C1CSC2(C)CCC(=O)N12 (centres undefined)	3	2	-1	-6	-3	3	14	5
CN(C)CC1CCC/C(=C/c2ccc(Cl)cc2)C1=O (centres undefined)	.	-1	2	1	-4	15	1	-7
Nc1ccc(Oc2ncccn2)c(Cl)c1	-2	7	0	-8	-10	-12	-9	-23
CCCNC(=O)Nc1cc(S(=O)(=O)CC)ccc1O	3	-3	2	-6	-5	.	0	-17
COc1ccc(CN2CCC2(C)C(=O)NCCc2c[nH]c3ccccc23)c2ccccc12 (centres undefined)	6	8	5	1	-1	7	.	1
CNC[C@@H]1OCCCC[C@@H](C)Oc2ccc(NC(=O)c3ccccc3)cc2C(=O)N([C@H](C)CO)C[C@H]1C	-1	.	0	-17	2	17	4	-10
OC[C@@H]1[C@@H](c2ccc(C#Cc3cccnc3)cc2)[C@H]2CN(Cc3ccccc3F)CCCCN12	-2	.	-1	1	3	9	-11	1
COCC(=O)N1C[C@H](C)[C@H](OC)CN(C)C(=O)c2ccc(NC(=O)c3cnccn3)cc2OC[C@H]1C	.	-13	3	3	-13	30	-1	6
Brc1ccc2c(c1)-c1ccccc1C1=NCCN12	3	0	-4	-3	13	.	-5	-31
Cc1ccc(-c2nc(CN(Cc3cnn(C)c3)C(C)C)c(C)o2)o1	.	2	-4	1	5	-5	8	-2
Cc1ccc(S(=O)(=O)N2CCC(=O)c3ccccc32)cc1	.	.	1	-6	-4	11	.	-2
CC(=O)c1ccc(NC(=S)NC(C)CCc2ccccc2)cc1 (centres undefined)	.	3	1	-1	9	-10	.	-13
Cc1ccc(OCC(=O)N(Cc2cccs2)C2CCS(=O)(=O)C2)cc1C (centres undefined)	.	-2	12	1	-1	3	.	-11
CCC(=O)N1C[C@H](C)[C@H](OC)CN(C)C(=O)c2cc(NC(=O)c3cnccn3)ccc2OC[C@@H]1C	.	12	.	.	0	-1	?	.
Nc1c(C(=O)c2ccc(Br)s2)oc2ccccc12	-5	-1	.	.	.	.	2	-86
CO[C@@H]1CN(C)C(=O)c2ccc(NC(=O)c3ccccc3)cc2OC[C@H](C)N(CC2CC2)C[C@H]1C	-1	6	3	11	5	-29	-9	.
Cc1ccc2nc3n(c(=O)c2c1)-c1ncccc1C(=O)NC3Cc1ccc(O)cc1 (centres undefined)	-1	0	2	-2	-14	-9	6	-4
Cc1ccc(NC(=O)CN(C)C(=O)Cc2c(Cl)cccc2Cl)cc1	-14	-5	-1	-5	-11	7	-24	12

The final 2 entries of the part before are carried over, then new ones follow:
Molecule	PglD DTNB	FN deposition inh	ERAP1 HTS inh	S100A4 inh HTS	EWS-Fli inh	LGR2 antag	PGC1a acetyl inh	PAX8 inh HTS
Cc1ccc2nc3n(c(=O)c2c1)-c1ncccc1C(=O)NC3Cc1ccc(O)cc1 (centres undefined)	-1	0	2	-2	-14	-9	6	-4
Cc1ccc(NC(=O)CN(C)C(=O)Cc2c(Cl)cccc2Cl)cc1	-14	-5	-1	-5	-11	7	-24	12
Cc1ccc2c(c1)N(CCCC(=O)NCC1COc3ccccc3O1)C(=O)CO2 (centres undefined)	6	8	.	.	.	4	3	.
COc1ccc(CCNC(=O)C(=O)c2c(C)[nH]c3ccccc23)cc1	-2	5	0	3	5	-5	-10	18
c1ccc(CN(Cc2ccccc2)c2nn[nH]n2)cc1	7	9	10	0	0	7	.	-16
CCCn1nc(C(=O)NNC(=O)CCCOc2ccc(OC)cc2)c2ccccc2c1=O	-6	-26	-1	-2	-4	3	-4	6
O=C(O)C1C2CCC(O2)C1C(=O)Nc1ccc(F)cc1 (centres undefined)	.	3	2	-3	-2	-2	-3	-9
CCCC(=O)Nc1ccc2c(c1)C(=O)N(C)C[C@H](OC)[C@@H](C)CN(CC1CCCC1)[C@@H](C)CO2	1	1	.	6	1	-5	-4	.
CCOC(=O)CC1(c2ccc(OC)c(OC)c2)C(=O)c2ccccc2C1=O	.	11	8	-1	-1	-8	0	1
Cc1cc(Cl)ccc1OCC(=O)N/N=C1\CCCc2ccccc21	-2	-2	.	.	.	-2	9	.
O=C(COC(=O)Cc1ccc(F)cc1)Nc1ccc(Cl)cn1	0	-5	-1	-4	1	-3	0	12
O=C(NCC1CCCO1)C1CCCN1C(=O)Nc1ccc(Cl)cc1 (centres undefined)	.	.	1	0	-27	1	-2	3
Cc1[nH]c2ccccc2c1C(=O)c1c(N)[nH]c(C(=O)c2ccc(Br)cc2)c1-c1ccc(Br)cc1	.	23	-2	1	5	23	.	4
Cn1c(=O)cc(OCC(=O)NCCCN2CCN(c3cccc(Cl)c3)CC2)c2ccccc21	-1	1	.	-1	5	0	9	30
CCOC(=O)Cc1csc(NC(=O)CC)n1	-1	0	0	-11	.	0	2	.
Cc1ccc([N+](=O)[O-])c(OCCN2CCC(Cc3ccccc3)CC2)c1	.	.	3	0	13	28	.	-4
CCOC(=O)CN(C(=O)COc1ccc2c(C)cc(=O)oc2c1)c1ccc(OCC)cc1	.	-5	0	-13	0	12	.	2
COC(=O)c1ccc(CNC(=O)Cn2cnc3c(OCc4ccccc4)ncnc32)cc1	1	.	-4	-4	-7	-6	14	-7
Cc1ccc(NC(=O)COC(=O)C2CCC2)cc1S(=O)(=O)N1CCOCC1	.	1	-1	-6	-5	-1	.	-3
CC(C)NC(=O)C1(C)CSCC(=O)N1Cc1cccs1 (centres undefined)	.	2	.	-4	0	5	.	-11
CCCCN1CC(O)=C(c2nc3ccccc3s2)C1=N	-1	1	.	.	.	.	-15	-92
COc1ccc(S(=O)(=O)Nc2cccc3c2O[C@@H](CN(C)C(=O)Nc2ccc(F)cc2)[C@@H](C)CN([C@H](C)CO)C3=O)cc1	-8	.	1	-1	6	-26	0	.
Cc1csc(NC(=O)c2cccnc2)n1	1	8	1	-1	-30	-5	13	-50
Cc1ccccc1-n1nnnc1SCCCC(=O)c1ccc(F)cc1	-3	-2	-2	2	0	7	-2	39
COc1ccc(Br)cc1/C=N/n1c(-c2ccccc2)n[nH]c1=S	-1	-11	1	-2	9	18	-6	-2
C[C@@H]1COC(=O)[C@@H](Cc2ccc(F)cc2)C/C=C\C[C@H](CC(=O)N(CCO)Cc2ccccc2)C(=O)N1	2	-3	3	-2	-2	-3	.	-7
CC1(C(=O)N2CCC(CC3CC(c4cccc(Br)c4)=NO3)(C(=O)NCC3CCCCC3)CC2)CC1 (centres undefined)	.	-5	1	0	10	18	.	-3
